# Bioassay records (PubChem)
# M1 PAM: potentiates human M1 receptor response to acetylcholine; P11229; CHO-K1 hM1, Fluo-8 calcium fluorescence, ACh EC20; 0% = ACh EC20, 100% = maximal ACh; activation, % at 3 µM; 360,000 compounds, 0.088% hits; in the data active = activation above about 19%, passing the limit was not always enough
# CHRM4 PAM: potentiates acetylcholine response at human M4 receptor; 360,000 compounds, 0.4% hits; CHO-K1 hM4/Gqi5, Fluo-8 calcium fluorescence, ACh EC20; 0% = ACh EC20, 100% = maximal ACh; activation, % at 3 µM; P08173;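 active = activation above its plate's cutoff, the mean activation of sample wells plus 3 SD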; also: some results filed as inactive read as strong as hits
# Target sequence (P08173 whole entry, looked up): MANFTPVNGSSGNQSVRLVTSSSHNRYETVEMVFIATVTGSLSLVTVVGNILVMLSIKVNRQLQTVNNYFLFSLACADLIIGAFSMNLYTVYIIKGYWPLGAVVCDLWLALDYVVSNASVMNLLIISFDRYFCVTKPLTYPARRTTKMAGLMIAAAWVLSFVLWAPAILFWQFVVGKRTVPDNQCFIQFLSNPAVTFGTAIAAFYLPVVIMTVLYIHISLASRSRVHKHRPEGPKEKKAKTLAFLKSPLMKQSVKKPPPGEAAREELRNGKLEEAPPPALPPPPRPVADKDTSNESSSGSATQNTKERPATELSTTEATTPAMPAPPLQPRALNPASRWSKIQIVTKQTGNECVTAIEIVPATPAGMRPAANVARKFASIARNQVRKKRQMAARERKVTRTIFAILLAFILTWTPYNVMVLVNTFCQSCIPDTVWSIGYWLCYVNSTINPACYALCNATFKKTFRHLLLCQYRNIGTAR
# CHRM1 antagonist: human CHRM1 antagonism; 360,000 compounds, 1.3% hits; inhibition, % at 3 µM; AID 588852; P11229; CHO-K1 hM1, Fluo-8 calcium fluorescence, ACh EC80 antagonist;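 active = percent inhibition above its own plate's cutoff, namely the mean of that plate's compound wells plus 3 SD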;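 also: peak over basal fluorescence ratio during 140 s after agonist addition; 0% = ACh EC80 plus DMSO and 100% = DMSO alone without agonist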
# CRFBP-R2 agonist: CRF-BP/CRF-R2 complex agonism | AID 588473 | activation, % at 13.2 µM | HEK293 CRF-R2/CRF-BP, calcium dye fluorescence (FLIPR); percent of saturating CRF peptide response | 350,000 compounds, 0.46% hits;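 active = activation of at least 50%, plus an integration ratio under a set limit after plate pattern correction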;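 also: plate controls were neutral control wells without compound for no effect and CRF at EC100 for full effect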
# M5 antag: antagonists of human muscarinic M5 receptor (CHRM5). 360,000 compounds, 0.59% hits. CHO-hM5 cells, Fluo-8 calcium fluorescence, ACh EC80. P08912. inhibition, % at 3 µM. AID 624040;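 active = inhibition above a per-plate cutoff, the mean of that plate's test compounds plus 3 SD, cut at about 27% in these data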;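 also: 0% = acetylcholine EC80 with DMSO and 100% = DMSO without agonist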
# Target sequence (P08912 whole entry, looked up): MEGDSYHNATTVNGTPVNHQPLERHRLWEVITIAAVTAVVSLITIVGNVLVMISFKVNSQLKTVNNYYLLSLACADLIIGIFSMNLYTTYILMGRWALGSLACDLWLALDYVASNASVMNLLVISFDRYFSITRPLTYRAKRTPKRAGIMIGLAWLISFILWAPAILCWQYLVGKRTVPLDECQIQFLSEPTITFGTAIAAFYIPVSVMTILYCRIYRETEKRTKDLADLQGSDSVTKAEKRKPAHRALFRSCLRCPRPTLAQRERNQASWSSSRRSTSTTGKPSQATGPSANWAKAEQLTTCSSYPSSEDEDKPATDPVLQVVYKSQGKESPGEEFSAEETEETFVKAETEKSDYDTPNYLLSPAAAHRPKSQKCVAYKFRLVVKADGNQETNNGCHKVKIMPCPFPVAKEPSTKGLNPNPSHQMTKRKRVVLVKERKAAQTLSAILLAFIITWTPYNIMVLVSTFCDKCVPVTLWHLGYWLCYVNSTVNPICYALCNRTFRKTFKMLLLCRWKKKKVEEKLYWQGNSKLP
# M5 ag: CHRM5 agonism in calcium assay; P08912; CHO-K1 hM5 cells, Fluo-8 calcium fluorescence; 0% DMSO wells, 100% maximal acetylcholine response; activation, % at 3 µM; 360,000 compounds, 0.19% hits; AID 624037;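 active = activation above the run's mean over test compounds plus 3 SD, cut at about 23% in these data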;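 also: signal is peak over basal fluorescence ratio across the kinetic read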
# CHRM4 agonist: agonists of human muscarinic M4 receptor (CHRM4) | CHO-K1 hM4/Gqi5, Fluo-8 calcium fluorescence; vehicle 0%, full acetylcholine response 100% | activation, % at 3 µM | P08173 | 360,000 compounds, 0.14% hits;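 active = activation above the run mean over all test wells plus 3 SD, cut at about 32% in these data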;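 also: peak over basal fluorescence ratio per well then scaled between controls; 0% = DMSO wells and 100% = acetylcholine at EC100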
# CHRM5 PAM: potentiates acetylcholine response at human M5 receptor; CHO-K1 hM5, Fluo-8 calcium, ACh EC20 PAM; 0% = ACh EC20, 100% = ACh EC100; activation, % at 3 µM; 360,000 compounds, 0.3% hits; AID 624038;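 active = activation above the run cutoff, the mean activation of all test compounds plus 3 SD, cut at about 18% in these data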
#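 Replicates: One well per compound, no replicates | System: Human M5 receptor in CHO-K1 cells | Benchmarks: Low control EC20 acetylcholine (0%), high control EC100 acetylcholine (100%) | Probe or stimulus: Acetylcholine, EC20 level | Times: Fluo-8 loading 80 min at 37 °C plus 30 min room temperature | Signal: Intracellular calcium via Fluo-8 fluorescence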
# CHRM4 antagonist: blocks acetylcholine activation of human M4 receptor; P08173; inhibition, % at 3 µM; AID 624125; CHO-hM4 cells, ACh EC80, Fluo-8 calcium fluorescence; 360,000 compounds, 0.73% hits;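 active = inhibition above its plate's cutoff, the mean inhibition of sample wells plus 3 SD, cut at about 27% in these data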;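 also: 0% = acetylcholine EC80 with DMSO and 100% = DMSO without agonist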
# * = called active by the depositor; / = no result given. Hits appear at their usual frequency. About 2.8% of those tested had a hit in this group.
SMILES,M1 PAM,CHRM4 PAM,CHRM1 antagonist,CRFBP-R2 agonist,M5 antag,M5 ag,CHRM4 agonist,CHRM5 PAM,CHRM4 antagonist
Cc1cccc(C(C)C)c1NC(=O)c1c(-c2ccccc2)noc1C,9.2,0.9,-14.7,1.4,-0.8,-5.6,-1.7,6.9,0.4
Cc1ccsc1C(=O)Nc1ccc(O)c(-c2nc3ccccc3s2)c1,0.9,-4.0,2.8,1.2,9.8,-0.3,-0.8,1.1,1.9
Cn1c(=O)c(C#N)c(-c2ccccc2)n2cnnc12,-1.4,-3.1,-5.6,-0.7,-11.0,-1.1,2.2,4.3,-4.4
CN1CCN(CC(=O)N2c3ccccc3C(C)(c3ccc(Cl)cc3)CC2(C)C)CC1 (stereo not drawn),2.3,-0.3,-7.1,-0.3,-7.7,-4.7,2.1,1.2,-5.3
CN(CC(CC(=O)Nc1nncs1)c1ccccc1)S(=O)(=O)c1ccc(Br)cc1 (stereo not drawn),-3.2,3.5,3.1,1.5,7.8,2.0,3.1,-9.5,-6.1
N/C(=N\OC(=O)CCCCCN1C(=O)c2ccccc2C1=O)c1ccccn1,6.6,7.6,-8.7,4.4,3.7,1.2,3.2,12.4,-11.6
N#Cc1ccccc1OCC(=O)OCC(=O)N1CCN(C(=O)c2ccco2)CC1,4.1,-8.0,-1.4,2.9,0.9,1.4,0.8,-1.6,-2.3
CN1CCN(C(=S)c2ccc(Br)cc2)CC1,4.2,-4.7,-5.4,0.7,-7.6,-1.8,1.0,1.7,0.0
CCCCOc1ccc(/C=C/C(=O)NC2=Nc3ccccc3NC(C)=C2C(=O)OCC)cc1OC,-4.5,-2.5,1.9,1.0,1.3,1.6,6.2,-7.3,-5.5
O=C(O)CCCC(=O)Nc1ccc(Oc2ncnc3cc(Cl)ccc23)nc1,2.7,-13.8,-6.9,-1.5,14.1,1.9,5.1,-7.0,-2.5
COCCN1Cc2cccc(C(=O)NCC3CCN(CC(C)C)C3)c2C1=O (stereo not drawn),-16.2,-13.4,8.0,-0.1,1.8,-0.3,3.2,-6.0,5.0
O=C(Nc1ccc(F)cc1)C(=O)c1cn(CC(=O)N2CCOCC2)c2ccccc12,7.6,3.7,-2.9,0.1,3.4,-2.2,/,-2.4,-6.8
O=C(COc1cc(Cl)c(Cl)cc1Cl)Nc1ccc([N+](=O)[O-])cc1Cl,13.5,7.1,-15.8,-1.3,-2.5,1.2,1.7,0.0,-9.7
COc1ccc2cc(S(=O)(=O)NCc3cccnc3)ccc2c1,-5.3,-10.4,2.2,0.1,9.0,6.8,11.1,-8.8,4.7
O=C(NCc1ccncc1)C1CCN(S(=O)(=O)Cc2ccccc2)CC1,0.8,0.9,-6.7,0.8,0.7,0.1,1.5,-2.9,4.1
Cc1ccc(-n2nc3c(c2NC(=O)c2cccs2)CS(=O)(=O)C3)cc1C,11.8,3.5,-24.0,-2.8,-4.5,-3.8,3.2,8.6,-13.6
C[C@@H]1CCCCO[C@@H](CN(C)C(=O)Cc2ccccc2)[C@@H](C)CN([C@H](C)CO)C(=O)c2cc(NC(=O)C3CCCCC3)ccc2O1,3.7,7.7,-11.2,-0.3,-6.9,1.6,0.4,3.9,-21.4
Cc1nc2ccc(NC(=O)C(F)(F)F)cc2o1,6.6,-2.5,0.1,0.4,-3.5,-1.1,0.3,-5.3,0.9
NS(=O)(=O)c1cccc(NC(=O)CSc2nnc(-c3ccccc3F)n2C2CC2)c1,4.7,-9.9,-29.2,-4.3,-3.9,-8.4,0.6,4.1,-14.0
CCN(Cc1ccccc1)C(=O)c1nn(-c2ccc(OC)cc2)c(=O)c2c1c1ccccc1n2C,-18.6,-17.5,22.5*,-0.6,12.8,6.2,10.5,-18.4,19.3
CCCCn1c(=N)n(CCOc2ccc(C)cc2)c2ccccc21,3.7,5.7,3.7,-1.0,11.6,-0.3,12.7,3.9,4.7
N#Cc1ccc(OCCN2C(=O)NC3(CCSC3)C2=O)cc1 (stereo not drawn),3.9,-1.5,5.7,0.2,-5.8,4.0,-0.7,3.2,6.1
COc1ccc(COc2cc(-c3cccc(OC)c3)nc3ccc(NC(=O)c4ccc(OC)cc4)cc23)cc1,-14.7,-2.4,20.4,-0.4,10.2,0.0,2.7,3.0,0.7
COC(=O)c1ccc(/C=N/NC(=O)C(=O)NCc2ccccc2)cc1,8.8,4.3,-12.5,1.7,8.0,-4.2,0.1,-2.8,-0.4

# Sorted by number of heavy atoms (falling): three of the compounds above
SMILES,M1 PAM,CHRM4 PAM,CHRM1 antagonist,CRFBP-R2 agonist,M5 antag,M5 ag,CHRM4 agonist,CHRM5 PAM,CHRM4 antagonist
O=C(NCc1ccncc1)C1CCN(S(=O)(=O)Cc2ccccc2)CC1,0.8,0.9,-6.7,0.8,0.7,0.1,1.5,-2.9,4.1
COc1ccc2cc(S(=O)(=O)NCc3cccnc3)ccc2c1,-5.3,-10.4,2.2,0.1,9.0,6.8,11.1,-8.8,4.7
N#Cc1ccc(OCCN2C(=O)NC3(CCSC3)C2=O)cc1 (stereo not drawn),3.9,-1.5,5.7,0.2,-5.8,4.0,-0.7,3.2,6.1

# Additional records follow:
SMILES,M1 PAM,CHRM4 PAM,CHRM1 antagonist,CRFBP-R2 agonist,M5 antag,M5 ag,CHRM4 agonist,CHRM5 PAM,CHRM4 antagonist
C=CCNC(=S)NCc1cccnc1,7.7,3.1,-7.7,0.2,5.0,0.0,0.8,-1.1,-2.5
CC(=O)c1ccc(OCc2cc([N+](=O)[O-])cc3c2OCOC3)cc1,4.0,-4.2,-4.4,-1.2,10.2,-13.8,2.1,5.5,-2.7
CCOC(=O)c1nccnc1C(=O)Nc1ccc(C(F)(F)F)cc1,5.0,-3.0,-6.0,-1.9,9.3,-1.8,0.4,-0.9,2.1
COc1ccc(NC(=O)CN2CCN(C(=O)C3CCCO3)CC2)c(OC)c1 (stereo not drawn),-1.3,1.3,4.0,0.0,13.9,-2.2,1.4,-4.0,-3.7
C/C(=N\O)c1ccc(N2C(=O)C3CC=C(Cl)CC3C2=O)cc1 (stereo not drawn),-0.2,11.5,2.1,0.5,0.5,3.6,2.4,-1.4,10.5
O=C(O)CNC(=O)/C=C/c1ccc(Cl)cc1Cl,3.5,0.9,-8.8,35.5,4.0,1.9,0.7,4.4,7.7
Cc1cccc(/C=N/NC(=O)c2cc(Br)ccc2OCc2ccccc2)n1,-3.6,-6.7,4.2,0.2,8.3,-3.0,9.3,-5.7,-0.7
CC(=O)c1sc(NC(=O)CS(=O)(=O)c2ccccc2)nc1C,2.5,1.9,-5.7,2.4,0.7,1.6,-0.1,3.9,-8.9
CCN(CC)CC(=O)N(CC(=O)Nc1c(C)cc(C)cc1C)C1CCCCC1,2.7,8.5,9.7,-1.2,-2.2,-1.0,0.0,0.3,1.0
Cc1ccc(C2=CSC3=NCCN23)c(C)c1,2.5,-7.0,3.6,-2.3,-2.8,-6.4,0.8,3.3,18.0
CC1(C)Cc2cccc(C(=O)Nc3ccc(Cl)cc3)c2O1,-2.0,-15.8,-5.8,0.0,9.5,-5.1,-1.1,-3.3,10.1
Cc1onc(-c2ccccc2)c1C(=O)NCCc1ccncc1,16.0,5.0,-14.8,0.4,0.9,-5.8,-0.4,4.3,-0.3
COC(=O)C1=CO[C@@H](O)C2C(CO)=CCC12 (stereo partly drawn),3.6,8.1,4.3,-3.2,5.4,4.5,1.4,7.2,-1.3
COc1ccc(C2=NN(C(C)=O)CC2c2cccc([N+](=O)[O-])c2)cc1 (stereo not drawn),12.4,2.3,-16.0,-0.5,12.0,-5.8,3.7,0.6,3.0
Cc1cc(NCC2CCCO2)n2c(nc3ccccc32)c1C#N (stereo not drawn),-6.1,-0.5,-6.9,0.1,5.8,0.4,0.1,10.1,-4.3
CC1(C)c2ccccc2N2CCC(=O)NC21/C=C/c1ccco1 (stereo not drawn),3.8,4.3,-2.6,4.8,-0.4,2.8,2.7,2.4,1.9
CCCCN(C(=O)C1CSC2(C)CCC(=O)N12)c1c(N)n(Cc2ccccc2)c(=O)[nH]c1=O (stereo not drawn),5.2,6.5,-7.9,-0.5,-4.2,2.4,0.6,3.4,-17.7
O=C(NCCN1C(=O)S/C(=C\c2ccc(OC(F)F)cc2)C1=O)c1cnccn1,5.8,-12.0,-5.0,-0.1,9.1,0.7,13.1,-6.1,7.2
O=C(N/N=C/c1cccnc1)c1ccccc1Br,8.2,1.5,-15.7,3.3,-3.0,2.7,-0.1,9.8,-6.6
CN1OC[C@@H]2CN(S(=O)(=O)c3ccccc3)[C@H](c3ccc(N4CCCCC4)cc3)C[C@@H]21,9.8,9.8,-3.9,/,9.2,-1.0,0.6,-7.9,2.5
CCn1c(=O)n(CC)c2cc(NS(=O)(=O)c3ccccc3)ccc21,7.6,5.4,-10.1,0.7,4.3,-3.1,3.5,-2.9,0.7
Cc1ccc(/C=C/C2=NN(Cc3ccccc3)C(=O)CC2)cc1,-0.5,4.9,-0.8,1.3,8.0,-0.6,2.6,-4.8,2.2
COc1ccc(N2C(=NC(=O)C3CCCCC3)SC3CS(=O)(=O)CC32)cc1OC (stereo not drawn),1.0,-2.6,-1.0,1.4,10.9,-3.7,0.6,-5.2,12.2
Cc1ccc(OCC(=O)Nc2ccc3c(c2)C(=O)NC3=O)c(C)c1,10.4,0.1,-16.0,-2.1,-5.4,0.9,6.0,-0.2,-4.8
C=CCn1c(CNC(=O)c2ccco2)nnc1SCC(=O)N1c2ccccc2Sc2ccccc21,4.0,-2.2,-0.6,-0.3,4.4,-2.4,0.4,-2.9,-5.1
COc1cc(C(=O)Nc2ccccc2N2CCOCC2)ccc1OCc1c(C)noc1C,2.0,-7.2,1.1,0.9,1.1,0.6,5.0,-0.4,-0.1
Oc1ccccc1Cn1c(-c2ccccc2O)nc2ccccc21,-2.3,1.2,-2.6,1.7,4.1,-2.9,1.2,-5.2,0.2
CN(CC(=O)Nc1c(Cl)cccc1Cl)C(=O)Cn1[nH]c(=O)c2ccccc2c1=O,13.7,8.6,-6.2,1.9,2.4,0.9,0.2,3.4,-1.4
c1ccc(-n2ncc3c(N4CCCCC4)ncnc32)cc1,0.5,6.9,-11.8,-1.7,-13.2,-0.3,4.6,-3.2,-27.9
C=CCNC(=S)Nc1ccc(Br)cc1F,-3.8,0.0,-0.8,-0.5,-8.2,0.2,1.0,0.0,-3.9
O=C(COC(=O)Cc1ccc(Br)cc1)Nc1ccc(N2CCOCC2)cc1,-3.0,-3.2,5.5,-0.7,7.5,5.0,4.1,-0.4,2.0
O=C(O)CC1S/C(=N/N=C/c2ccc(Br)cc2)N(c2ccccc2)C1=O (stereo not drawn),0.2,0.4,-2.9,-3.7,-1.5,-1.1,0.2,1.0,-6.1
COc1ccc(CN2CCC(C(=O)Nc3ccc(Oc4ccccc4)nc3)CC2)cc1F,4.0,-7.6,-3.6,-0.1,6.2,-1.7,8.3,-7.8,-4.5
Cc1cc(C(=O)OCC(=O)NCc2ccc3c(c2)OCO3)c2ccccc2n1,2.4,-6.5,-0.1,-0.5,3.0,-0.4,5.7,-3.7,-5.4
O=C(COC(=O)CNC(=O)c1ccc([N+](=O)[O-])o1)Nc1ncc(Cl)cc1Cl,7.9,9.9,-8.2,-0.1,2.9,2.8,1.3,-1.6,5.1
